Rac1 mut GTP = GTP binding modulators of activated mutant Rac1, primary screen, biochemical, bead-based flow cytometry, multiplex, fluorescent GTP; Ras-related C3 botulinum toxin substrate 1 (Homo sapiens), P63000; GST-Rac1 activated beads; actives lie on both sides; 100% means binding = to untreated wells; percent activity (GTP binding), % at 10 µM; 190,000 compounds, 0.11% hits; AID 764, 2007;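 active means GTP binding at least 20 percentage points away from the 100% baseline, in either direction, so actives lie on both sides; inconclusive means Compound likely fluorescent itself, or too few beads counted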
Bcl-B Bim block = inhibitors of Bim-Bcl-B binding, primary screen, biochemical, multiplexed, human Bcl-2 family; AID 951, 2007; bead-based flow cytometry, Bim peptide-Bcl-B binding; Bcl-2-like protein 10 (Homo sapiens), Q9HD36; inhibition, % at 10 µM; 190,000 compounds, 0.073% hits;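 further: 0% = tracer peptide without compound and 100% = reference inhibitor peptide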
Target sequence (Q9HD36 whole entry, looked up): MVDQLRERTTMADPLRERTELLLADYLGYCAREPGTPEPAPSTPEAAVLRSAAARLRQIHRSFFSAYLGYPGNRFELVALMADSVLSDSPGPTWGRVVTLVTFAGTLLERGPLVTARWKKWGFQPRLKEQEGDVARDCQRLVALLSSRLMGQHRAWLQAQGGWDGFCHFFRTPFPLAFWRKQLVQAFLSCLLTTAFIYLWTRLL
Bim-Bcl-2 = inhibitors of Bim-Bcl-2 binding, primary screen, biochemical, multiplexed, human Bcl-2 family. Apoptosis regulator Bcl-2 (Homo sapiens), P10415. Bead-based flow cytometry, Bim peptide-Bcl-2 binding. inhibition, % at 10 µM. 190,000 compounds, 0.06% hits. AID 950, 2007; in the data active means inhibition above about 40%; inconclusive means no clear call, values can overlap the other calls;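 further: 0% = no compound wells with probe peptide and 100% = reference peptide inhibitor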
Rab2 wt GTP = modulators of GTP binding to Rab2A wildtype, primary screen, biochemical, dog, bead-based flow cytometry, multiplex. Ras-related protein Rab-2A (Canis lupus familiaris), P61105. GST-Rab2 wt beads, Bodipy-GTP binding. GTP binding activity, % at 10 µM. 190,000 compounds, 0.19% hits. AID 760, 2007;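 active means GTP binding activity at least 20 points away from 100%, either lowered or raised; inconclusive means signal likely due to the compound's own green fluorescence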;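 further: 0% = beads with excess unlabeled GTP and 100% = no-compound control corrected for plate trend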
Bim-Bfl-1 = inhibitors of Bim binding to Bfl-1, primary screen, biochemical, multiplexed, bead-based flow cytometry | Bcl-2-related protein A1 (Homo sapiens), Q16548 | Bim-Bfl-1 binding inhibition | inhibition, % at 10 µM | 190,000 compounds, 0.12% hits | AID 1008, 2008;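 further: 0% = wells without compound plus tracer and 100% = blocker peptide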
HRas wt GTP = modulators of GTP binding to HRas wildtype, primary screen, biochemical, bead-based flow cytometry, multiplex; 190,000 compounds, 0.14% hits; AID 759, 2007; GTPase HRas (Homo sapiens), P01112; GST-Ras wt beads, Bodipy-FL-GTP binding; actives lie on both sides; GTP binding activity, % at 10 µM;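 active means GTP binding activity at least 20% away from the 100% baseline, either lowered as inhibitor or raised as activator; inconclusive means flagged as likely green fluorescent, judged across all proteins in the well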;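 further: 0% = unlabeled GTP competition control and 100% = no-compound control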
Target sequence (P01112 whole entry, looked up): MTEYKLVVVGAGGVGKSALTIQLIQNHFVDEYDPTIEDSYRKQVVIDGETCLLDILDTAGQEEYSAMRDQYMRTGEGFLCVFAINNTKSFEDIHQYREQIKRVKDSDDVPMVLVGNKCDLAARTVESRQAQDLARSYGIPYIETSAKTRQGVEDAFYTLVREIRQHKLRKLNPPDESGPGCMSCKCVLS
Rab7 wt GTP bind = modulators of GTP binding to Rab7, primary screen, biochemical, wildtype, multiplex bead flow cytometry; 190,000 compounds, 0.055% hits; Rab7 GTPase wild type (dog), Bodipy-FL-GTP binding; GST-Rab7 beads, fluorescent GTP binding; actives lie on both sides; untreated = 100%, excess cold GTP = 0%; GTP binding activity (percent of control), % at 10 µM;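 active means fluorescent GTP binding to Rab7 beads changed by at least 20 points from the 100% baseline, either direction, mostly lower; inconclusive means compound itself probably fluorescent, or too few beads counted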;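 further: median green fluorescence of bound Bodipy-FL-GTP per Rab7 bead population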
Bim-Bcl-W = inhibitors of Bim binding to Bcl-W, primary screen, biochemical, multiplexed, bead-based flow cytometry; Bcl-2-like protein 2 (Homo sapiens), Q92843; Bim peptide-Bcl-W binding; inhibition, % at 10 µM; 190,000 compounds, 0.02% hits;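 further: 0% = bound tracer without compound and 100% = peptide blocker; higher means less fluorescent Bim peptide bound to Bcl-W beads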
Target sequence (Q92843 whole entry, looked up): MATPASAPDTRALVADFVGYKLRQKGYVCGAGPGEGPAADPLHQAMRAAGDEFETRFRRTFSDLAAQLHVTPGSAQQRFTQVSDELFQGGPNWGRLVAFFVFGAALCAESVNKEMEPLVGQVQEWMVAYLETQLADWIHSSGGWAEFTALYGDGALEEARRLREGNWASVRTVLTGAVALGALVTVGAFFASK
Rac1 wt GTP bind = wildtype Rac1 GTP binding modulators, primary screen, biochemical, GST-Rac1 beads, flow cytometry, multiplex. GTP binding activity (% of control), % at 10 µM. AID 757, 2007. fluorescent GTP binding; actives lie on both sides; 0 = cold GTP competed, 100 = untreated. 190,000 compounds, 0.27% hits;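 active means GTP binding activity at least 20 points away from the 100% control level, either lower or higher; inconclusive means compound flagged as likely green fluorescent, judged across all proteins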
Bim-Bcl-XL = inhibitors of Bim-Bcl-XL binding, primary screen, biochemical, multiplexed, bead flow cytometry, human Bcl-XL | Bcl-2-like protein 1 (Homo sapiens), Q07817 | Bim peptide-Bcl-XL binding, fluorescence | inhibition, % at 10 µM | 190,000 compounds, 0.04% hits | AID 1007, 2008
Cdc42 wt GTP = modulators of GTP binding to wildtype Cdc42, primary screen, biochemical, multiplex bead flow cytometry, Bodipy-GTP. GST-Cdc42 beads; actives lie on both sides. percent activity (GTP binding), % at 10 µM. 190,000 compounds, 0.2% hits. AID 761, 2007;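 active means percent activity GTP binding at least 20 points away from the 100% baseline, either down as inhibitor or up as activator; inconclusive means compound flagged as likely green fluorescent from well-wide comparison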;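 further: median bead fluorescence of bound Bodipy-FL-GTP at 100 nM; 0% = excess unlabeled GTP control and 100% = no compound control; below 100% means less GTP binding so inhibitor and above means activator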
Target sequence (P60953 whole entry, looked up): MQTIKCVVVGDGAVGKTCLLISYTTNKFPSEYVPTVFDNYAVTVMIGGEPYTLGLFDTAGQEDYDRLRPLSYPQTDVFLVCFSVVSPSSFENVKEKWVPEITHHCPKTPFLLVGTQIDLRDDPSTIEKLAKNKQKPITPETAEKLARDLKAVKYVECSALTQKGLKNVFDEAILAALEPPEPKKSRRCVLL
The depositor's hits bear a star; ? = inconclusive. Unless noted, no stated cut-off is given here; in the data, active means inhibition above about 40%. Rows are unselected; any-hit rate near 0.62%.

SMILES	Rac1 mut GTP	Bcl-B Bim block	Bim-Bcl-2	Rab2 wt GTP	Bim-Bfl-1	HRas wt GTP	Rab7 wt GTP bind	Bim-Bcl-W	Rac1 wt GTP bind	Bim-Bcl-XL	Cdc42 wt GTP
CCOC(=O)c1c(NC(=O)c2ccc(-n3cnnn3)cc2)sc2c1CCCC2	96	-6	-3	98	0	101	99	-7	106	-9	104
O=C(NCc1ccccc1)NC(=O)c1ccncc1	96	-6	-6	97	1	95	97	-3	96	0	96
CCCCC(=O)Nc1ccc(NC(=S)NC(=O)c2cccs2)cc1OC	97	1	-11	98	-9	96	97	-3	102	-2	98
O=C(CN1C2CCC1CC(NC(=O)NC1CCCCC1)C2)NC1CC1 (stereo not given)	100	0	-2	106	-2	106	111	-1	102	-1	104
Cc1cccc(-n2nc([N+](=O)[O-])c(=NCc3cccnc3)n2O)c1	96	7	-10	97	0	97	98	20	102	12	97
Cc1nc(SCc2ccccc2)nc2c1CCC2	95	-4	-1	94	-4	96	94	0	100	-3	95
Cn1c(C(=O)NC2CCCCC2)cc2c(=O)n(C)c3ccccc3c21	104	-7	-11	102	-11	103	102	0	109	-4	106
c1ccc2c(c1)c1ccccc1n2CN1CCOCC1	92	-4	2	94	0	95	90	-1	99	-4	94
O=c1sc2ccccc2n1Cc1ccccc1	93	-1	-1	97	-2	95	96	-1	97	0	97
Cc1cc(C)nc(Sc2ccc(/C=C(\C#N)C(N)=O)o2)n1	100	-2	-4	97	0	99	98	0	101	-2	98
CCN(CC)S(=O)(=O)c1ccc(/C=C/C(=O)OCC(=O)NCc2ccc3c(c2)OCO3)cc1	91	-2	-5	92	-4	93	103	0	94	-1	93
Cc1nc(SCC(=O)c2cc3ccccc3oc2=O)c(C#N)c(-c2cccs2)c1C(=O)Nc1ccccc1	94	0	1	99	-5	99	109	0	104	0	101
COc1ccccc1CNC(=O)c1cccs1	98	0	1	100	0	99	95	-1	98	0	100
Cc1ccc(/C=N/N2CCN(c3ccncc3S(=O)(=O)N3CCCCC3)CC2)cc1	99	-13	-12	100	-21	100	101	0	104	-7	100
CCOC(=O)c1cc(C)sc1/N=C/C1C(=O)CCCC1=O	98	-8	-7	99	-14	102	102	-2	104	-5	100
CC(=O)c1cccc(NC(=O)CN2C(=O)NC3(CCCCCCC3)C2=O)c1	95	-8	-12	96	-15	97	95	0	96	-5	96

An excerpt of these results, with each value named.
> CCOC(=O)c1cc(C)sc1/N=C/C1C(=O)CCCC1=O
  Rac1 mut GTP: 98; Bcl-B Bim block: -8; Bim-Bcl-2: -7; Rab2 wt GTP: 99; Bim-Bfl-1: -14; HRas wt GTP: 102; Rab7 wt GTP bind: 102; Bim-Bcl-W: -2; Rac1 wt GTP bind: 104; Bim-Bcl-XL: -5; Cdc42 wt GTP: 100
> CCN(CC)S(=O)(=O)c1ccc(/C=C/C(=O)OCC(=O)NCc2ccc3c(c2)OCO3)cc1
  Rac1 mut GTP: 91; Bcl-B Bim block: -2; Bim-Bcl-2: -5; Rab2 wt GTP: 92; Bim-Bfl-1: -4; HRas wt GTP: 93; Rab7 wt GTP bind: 103; Bim-Bcl-W: 0; Rac1 wt GTP bind: 94; Bim-Bcl-XL: -1; Cdc42 wt GTP: 93
> Cc1nc(SCC(=O)c2cc3ccccc3oc2=O)c(C#N)c(-c2cccs2)c1C(=O)Nc1ccccc1
  Rac1 mut GTP: 94; Bcl-B Bim block: 0; Bim-Bcl-2: 1; Rab2 wt GTP: 99; Bim-Bfl-1: -5; HRas wt GTP: 99; Rab7 wt GTP bind: 109; Bim-Bcl-W: 0; Rac1 wt GTP bind: 104; Bim-Bcl-XL: 0; Cdc42 wt GTP: 101
> O=c1sc2ccccc2n1Cc1ccccc1
  Rac1 mut GTP: 93; Bcl-B Bim block: -1; Bim-Bcl-2: -1; Rab2 wt GTP: 97; Bim-Bfl-1: -2; HRas wt GTP: 95; Rab7 wt GTP bind: 96; Bim-Bcl-W: -1; Rac1 wt GTP bind: 97; Bim-Bcl-XL: 0; Cdc42 wt GTP: 97

Carrying on:
SMILES	Rac1 mut GTP	Bcl-B Bim block	Bim-Bcl-2	Rab2 wt GTP	Bim-Bfl-1	HRas wt GTP	Rab7 wt GTP bind	Bim-Bcl-W	Rac1 wt GTP bind	Bim-Bcl-XL	Cdc42 wt GTP
O=[N+]([O-])c1ccc(-c2csc(NN=C3CCCC3)n2)cc1	95	-4	-2	97	-2	97	97	-3	101	-2	101
Cn1ncc(Cl)c1C(=O)Nc1ccc(Cl)cn1	98	3	0	99	1	101	100	1	105	0	104
Cc1cccc(NC(=O)CCCN2C(=S)NC(C)(C)CC2C)c1C (stereo not given)	96	-6	-2	95	-5	98	92	0	100	-3	98
CCOC(=O)C(C)CC(C)C(=O)N1CCOCCOCCN(C(=O)C(C)CC(C)C(=O)OCC)CCOCC1 (stereo not given)	101	-1	-1	104	-3	106	101	-2	107	0	107
COc1ccc(/C=N/NC(=O)c2cc(-c3cccn3C)n[nH]2)cc1OC	100	-2	0	96	1	99	97	-1	100	-3	99
O=C(O)CC(C(=O)Nc1cccc(C(F)(F)F)c1)C1CCCO1 (stereo not given)	102	-11	-14	101	-17	102	101	-1	108	-5	104
CN1CCN(C(=O)c2ccc(Cl)c(S(=O)(=O)N3CCCCC3)c2)CC1	97	-3	-1	100	0	98	100	-2	102	1	99
COc1ccc([N+](=O)[O-])cc1NC(=O)CCC(=O)c1cccs1	96	0	5	92	-1	92	89	1	94	-1	95
CN1CCN(C(=O)C2=C[C@@H](C3CCCCC3)C[C@@H](OCc3ccc(CO)cc3)O2)CC1	95	-1	-1	95	4	96	100	-5	95	-6	95
Cn1c(Cc2ccccc2)nnc1SCC(=O)Nc1ccc2c(c1)OCO2	101	-4	-2	100	0	99	99	-1	100	0	101
O=C(Oc1ccc(-c2nccc(-c3ccccn3)n2)cc1)c1cccc(C(F)(F)F)c1	99	-3	-1	98	-1	100	99	-2	102	-2	101
CC1=CC(=O)C(C(C)C)=CC1=NC(=O)c1ccc(C)cc1	91	4	2	94	13	92	101	-6	92	-1	91
COc1ccccc1NCC(=O)N/N=C(\C)c1cccs1	94	-4	0	99	-2	100	105	0	99	-2	97
CCCCC#Cc1ccccc1CC(=O)Nc1ccccc1	102	-4	-2	98	0	100	95	-3	103	-1	103
O=C(CNc1ccccc1)N/N=C/c1c[nH]c2ccccc12	102	-11	-12	103	-13	103	104	-6	108	-9	104
CCc1cccc(CC)c1NC(=O)Cn1c(-c2ccccc2Cl)nc2ccccc21	100	-6	0	99	-7	101	101	-2	103	-1	103
CCCCC(CC(O)COCCC)C(=O)NN (stereo not given)	?	-3	-3	?	2	?	?	5	?	2	?
FC(F)(F)c1nnc2ccc(NCn3nnc4ccccc43)nn12	98	-6	-5	95	-9	97	95	2	97	1	98
c1ccc(CSc2ncn[nH]2)nc1	97	-4	0	103	-2	102	108	1	102	-3	99
Cc1cc(C)c(C)c(S(=O)(=O)N2CCN(CC(=O)Nc3sccc3C#N)CC2)c1C	99	-3	1	99	0	98	100	-1	102	-1	97
Cc1ccc2nc3c(c(N)c2c1)CCN3c1ccccc1	101	-2	-1	101	-3	100	103	1	104	-3	104
CCN(CC)c1ccc(N2C(=O)/C(=C/c3cccnc3)SC2=S)cc1	101	-2	-6	101	-2	102	97	-5	104	-1	109
CC(C)N1CCN(Cc2cccs2)CC1CCO (stereo not given)	96	-3	0	99	-4	100	102	-1	103	-3	101
CCOC(=O)c1sc2cc([N+](=O)[O-])cc(SCCO)c2c1N	98	-6	-4	97	-8	98	99	-5	103	-3	103
COc1ccc(-n2c(Cc3cccn3C)nnc2SCC(=O)NCc2ccc(F)cc2)cc1	98	-9	-7	97	-7	99	101	-6	100	-10	102
Cc1ccc(NC(=O)c2ccccc2)cc1OC(=O)c1ccccc1	94	-11	-10	96	-13	98	98	0	97	4	98
Oc1[nH]c(=S)sc1/C=C1\C(c2ccccc2)=Nc2ccccc21	97	-11	0	95	-8	97	95	-12	102	-14	100
O=C(Cc1ccc(F)cc1)Oc1ccc(C(=S)N2CCCC2)cc1	99	-8	-9	99	-11	98	95	-2	100	-7	98
O=C(CCC1CCCN(C(=O)c2cncs2)C1)NCc1ccc(F)c(F)c1 (stereo not given)	94	-1	-1	98	-6	98	100	1	100	-1	93
CCC(CC)NC(=O)Cc1ccccc1[N+](=O)[O-]	94	-10	-10	97	-14	100	98	-1	95	-9	98
Clc1ncccc1-c1nnn(-c2ccccc2Br)n1	96	-7	-1	97	-3	100	106	3	102	0	100
CCOC(=O)c1ccc(NC(=O)C2(c3ccccc3)CCOCC2)cc1	?	6	11	?	3	?	?	2	?	7	?
CCOC(=O)c1nn(-c2ccccc2F)c2nc(-c3ccco3)c(C#N)c(=O)n12	101	-9	-3	100	0	102	99	-5	105	-6	103
CCc1ccc(C2CC(=O)N3CN(c4ccccc4)CSC3=C2C#N)cc1 (stereo not given)	100	-23	-6	97	9	98	98	-2	101	-7	95

Assay outcomes: PubChem BioAssay, NMMLSC
